ATG4B inh = ATG4B (human) cysteine protease inhibition; Q9Y4P1; ATG4B cleavage of LC3-PLA2, NBD-HPC fluorescence, 1 h; inhibition, % at 8.33 µM; actives 0.51% (n = 340,000); in the data active = inhibition above about 40%
Gli-Sufu block = Gli-Sufu pathway antagonism. Sufu-KO-LIGHT fibroblasts, Gli luciferase reporter luminescence. inhibition, % at 5 µM. actives 0.74% (n = 340,000);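 active = inhibition above about 55%, limit read from the data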;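 note: 0% = DMSO-treated cells and 100% = wells with medium but no cells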
UBC13 inh = inhibitors of human UBC13 polyubiquitin chain formation | P61088 | inhibition, % at 20 µM | TR-FRET | actives 0.47% (n = 330,000); in the data active = inhibition above about 45%, passing the limit was not always enough
CXCR6 block = inhibitors of human CXCR6 receptor. inhibition, % at 20 µM. CHO-K1 PathHunter CXCR6 beta-arrestin, luminescence. actives 0.36% (n = 360,000). O00574; in the data active = inhibition above about 34%, passing the limit was not always enough;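 note: antagonist mode with CXCL16 agonist at 10 nM final; 0% = 10 nM CXCL16 with DMSO and 100% = unstimulated wells without agonist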
Target sequence (O00574 whole entry, looked up): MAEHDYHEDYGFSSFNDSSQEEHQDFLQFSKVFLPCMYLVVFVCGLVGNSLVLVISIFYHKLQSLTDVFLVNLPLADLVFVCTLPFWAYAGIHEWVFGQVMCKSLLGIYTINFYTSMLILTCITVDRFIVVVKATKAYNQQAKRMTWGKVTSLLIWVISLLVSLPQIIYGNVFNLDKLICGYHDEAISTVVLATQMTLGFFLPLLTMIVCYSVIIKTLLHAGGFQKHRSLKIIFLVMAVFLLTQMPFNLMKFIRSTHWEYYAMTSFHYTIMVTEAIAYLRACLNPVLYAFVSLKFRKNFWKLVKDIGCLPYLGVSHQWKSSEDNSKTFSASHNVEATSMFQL
EBI2 block = blocks human EBI2 receptor beta-arrestin signaling; inhibition, % at 5 µM; P32249; actives 0.81% (n = 360,000); EBI2 beta-arrestin recruitment, luminescence, 7a,25-OHC stimulated; in the data active = inhibition above about 38%;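 note: enzyme fragment complementation signal reports receptor beta-arrestin coupling in cells; 0% = agonist plus DMSO wells and 100% = wells without agonist; some results beyond the cut were filed as inactive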
Target sequence (P32249 whole entry, looked up, the tested form may be a part): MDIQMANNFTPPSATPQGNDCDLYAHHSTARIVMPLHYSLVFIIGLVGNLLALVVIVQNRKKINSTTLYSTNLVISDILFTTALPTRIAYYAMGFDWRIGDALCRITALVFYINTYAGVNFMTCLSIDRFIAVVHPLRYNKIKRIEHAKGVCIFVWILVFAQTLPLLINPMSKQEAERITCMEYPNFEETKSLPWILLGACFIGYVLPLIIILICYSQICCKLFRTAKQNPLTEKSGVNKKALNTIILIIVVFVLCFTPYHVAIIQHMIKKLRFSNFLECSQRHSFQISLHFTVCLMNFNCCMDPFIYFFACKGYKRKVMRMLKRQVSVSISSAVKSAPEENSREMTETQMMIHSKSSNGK
CCR6 antagonist = blocks CCL20-driven beta-arrestin recruitment at human CCR6; inhibition, % at 20 µM; actives 0.49% (n = 340,000); CHO-K1 CCR6 PathHunter beta-arrestin, luminescence, CCL20-stimulated; AID 493098;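 active = compounds whose inhibition of the agonist-driven luminescence signal at 20 µM reaches about 50%, limit read from the data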;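 note: cells stimulated with CCL20 at 14 nM final; plate controls were DMSO with CCL20 for no effect and DMSO without agonist for full effect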
APJ antagonist = APJ receptor antagonism; P35414; CHO-K1 APJ beta-arrestin complementation, luminescence; inhibition, % at 20 µM; actives 0.32% (n = 330,000); AID 2521;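 active = inhibition above about 40% at 20 µM, limit read from the data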;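 note: cells challenged with 10 nM apelin-13 agonist together with compound; plate controls were apelin-13 plus DMSO wells for no effect and DMSO wells lacking apelin-13 for full effect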
Target sequence (P35414 whole entry, looked up): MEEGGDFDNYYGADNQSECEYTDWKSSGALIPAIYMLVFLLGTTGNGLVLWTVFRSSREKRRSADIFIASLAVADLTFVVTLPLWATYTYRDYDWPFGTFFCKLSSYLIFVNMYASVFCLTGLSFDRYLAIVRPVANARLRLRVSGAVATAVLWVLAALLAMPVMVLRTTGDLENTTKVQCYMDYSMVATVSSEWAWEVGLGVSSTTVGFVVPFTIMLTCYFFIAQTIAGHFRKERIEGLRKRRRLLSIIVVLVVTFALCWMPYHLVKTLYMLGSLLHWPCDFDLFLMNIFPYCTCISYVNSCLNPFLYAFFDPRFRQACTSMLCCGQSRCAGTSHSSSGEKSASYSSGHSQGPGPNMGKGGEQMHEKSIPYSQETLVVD
APJ agonist = APJ receptor agonism; P35414; CHO-K1 APJ PathHunter beta-arrestin, luminescence; 0% DMSO wells, 100% apelin; activation, % at 20 µM; actives 0.11% (n = 330,000);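 active = activation more than six SD over the plate average, tested at 20 µM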;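 note: 0% = DMSO alone and 100% = apelin-13 at 10 nM; some results filed as inactive read as strong as hits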
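Test system – PathHunter CHO-K1 APJ (AGTRL-1) beta-arrestin reporter cells · Input – 1000 cells/well · Compound – single test compound dose, 20 µM final, 1% DMSO · Times – compound stimulation 90 min at 25 °C, detection 60 min · Technique – beta-gal luminescence · Read-out basis – APJ–arrestin association signal · Control set – negative DMSO alone, positive Apelin-13 at 10 nM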
* marks the source's active call; other numbers are inactive results; nt = no result given.

SMILES	ATG4B inh	Gli-Sufu block	UBC13 inh	CXCR6 block	EBI2 block	CCR6 antagonist	APJ antagonist	APJ agonist
COc1cc(C)c(C(=O)CSc2nnc(CNC(=O)c3ccco3)n2C)cc1C	-9	-14	-7	6	-1	4	5	-3
Cc1cn(C(=O)c2ccccc2)c(=S)n1-c1ccc(Br)cc1	6	3	15	7	10	15	11	-3
O=C(N/N=C\c1ccccn1)C1COc2cc3ccccc3cc2O1 (configuration not stated)	-16	-1	-19	37	-7	23	-3	0
Cc1nc(N2CCN(C(=O)c3ccco3)CC2)c2c3c(sc2n1)CCC3	67*	12	10	3	-2	-6	4	2
COc1ccc(NS(=O)(=O)c2cccc(C(=O)NCCCN3CCCC3=O)c2)cc1	0	1	-2	2	-14	8	14	-8
COC(=O)[C@H]1C2CCC(C(=O)OC)(CC2)[C@H]1C(=O)OC	-15	-3	6	5	-6	1	-21	4
Cc1cc(OCc2cc(C(=O)NC(C)c3c(C)nn(C)c3C)no2)cc(C)c1Cl (configuration not stated)	12	-43	13	-1	8	9	2	-5
CC(C)N1C(=O)S/C(=C\c2ccc(-c3ccc(Cl)c(C(=O)O)c3)o2)C1=O	12	-89	1	-4	-10	-3	16	-3
Cc1nc(C(C)NC(=O)CCc2nnc(Cc3c[nH]c4ccccc34)o2)cs1 (configuration not stated)	2	1	7	-3	-4	-1	-14	-2
CCn1c(SCC(=O)N2CCCC2)nc2c(c1=O)SC(C)C2 (configuration not stated)	1	-1	-5	3	-9	1	2	-2
CC(=O)c1c(C)[nH]c(C(=O)NC2=NCCS2)c1C	-10	-7	-5	-8	-5	2	1	7
O/N=C/Cc1[nH]c2ccccc2c1-c1ccccc1	1	17	5	-2	5	2	-1	-3
Cc1noc(C)c1COc1ccccc1C(=O)NC(C)c1ccc(Cl)cc1 (configuration not stated)	-15	10	-16	3	-2	11	-17	-4
Cc1ccc(-c2cc(C(=O)Nc3c(C)n(C)n(-c4ccccc4)c3=O)c3ccccc3n2)cc1	6	-9	1	-9	3	7	12	1
CCCCNC(=O)COC(=O)c1ccc(Cl)c(S(N)(=O)=O)c1	2	1	9	-18	11	4	-19	-4
Cn1c(=O)c(=O)n(C)c2cc(S(=O)(=O)N3CCCCC3)ccc21	-5	0	-1	-10	-8	-2	10	-4
N#Cc1ccc(-c2csc(NNC(=O)c3ccccc3)n2)cc1	-1	19	7	-4	7	3	-5	1
O=S(=O)(NCC(c1cccnc1)N1CCN(c2ccc(F)cc2)CC1)c1cccs1 (configuration not stated)	-27	1	2	6	4	5	-1	5
O=C(c1cc2c(ccc3ccccc32)oc1=O)N1CCN(CCO)CC1	2	6	9	-9	-4	4	13	-3
O=c1[nH]ncc2c3ccccc3n(Cc3ccccc3)c12	-9	-5	-1	8	31	18	8	-5
COc1ccccc1-c1c(C)nn2c(N)c(-c3ccccc3)cnc12	-3	3	-2	6	5	19	-3	1
CCOc1ccc(OCCCC(=O)NC2=NCCS2)cc1	2	4	2	-7	-7	-1	5	-5
COc1ccc(CNC(=O)c2ccc(S(=O)(=O)N3CCOCC3)cc2)cc1	-2	3	3	0	7	3	-21	-5
O=C(CCNS(=O)(=O)c1ccccc1C(F)(F)F)NCC(c1ccco1)N1CCCCC1 (configuration not stated)	5	16	-7	-8	-7	16	10	-6
O=C(COC(=O)c1cccc(S(=O)(=O)N2CCc3ccccc32)c1)NCc1ccco1	-1	-9	-12	5	-2	0	-24	-2
Later entries.
SMILES	ATG4B inh	Gli-Sufu block	UBC13 inh	CXCR6 block	EBI2 block	CCR6 antagonist	APJ antagonist	APJ agonist
CCCNC(=O)c1onc(CSc2ccc(Cl)cc2)c1C(=O)NCCOC	-3	4	9	-7	0	2	-32	-6
Cc1cc(N)ccc1-n1c(C)ccc1C	-2	-16	-4	-10	-15	-6	-7	1
O=C(COc1ccc([N+](=O)[O-])cc1)Nc1nnc(-c2cccnc2)s1	3	10	-2	-2	0	1	6	-5
COc1ccc(S(=O)(=O)N2CCCCC2)cc1NC(=O)C1CC1C (configuration not stated)	3	15	1	6	-1	5	-7	-6
CC(=O)NCCCC(=O)NC(CCC(=O)OCc1ccccc1)C(=O)OCc1ccccc1 (configuration not stated)	-9	23	4	2	4	12	-18	-1
Cn1c(-c2ccc(C(C)(C)C)cc2)n[nH]c1=S	15	8	-2	19	5	18	33	-2
COC(=O)c1ccc(-c2nc(O)c(C)s2)cc1	6	-8	3	-2	-4	-9	6	-2
O=C1c2ccccc2C(=O)N1CC1c2ccccc2CCN1S(=O)(=O)c1cnc[nH]1 (configuration not stated)	-16	-1	10	0	-11	21	-2	-1
Cc1ccccc1Cc1c(C)nc2nc(SCC(=O)NCCCN3CCCCC3)nn2c1C	-4	35	5	13	-7	17	-10	0
COc1cc2c(cc1/C=C1/NC(=O)N(c3ccccc3)C1=O)OCO2	-12	-30	3	-2	-1	16	8	-2
C/C(=C/CCC(C)[C@H]1CC[C@@]2(C)C3=C(CC[C@]12C)[C@@]1(C)CCC(=O)C(C)(C)[C@@H]1CC3)C(=O)O (some centres not stated)	46*	-8	nt	-4	-4	7	nt	nt
Cc1cc(NC(=O)c2oc3ccccc3c2C)ccc1-n1cnnn1	-24	-11	8	-6	8	-3	-7	1
Cc1cc(Cl)ccc1OCC(=O)NCC(=O)N/N=C/c1ccco1	-2	9	7	-6	-5	17	6	-2
O=[N+]([O-])c1ccc(CNCc2cc(Cl)ccc2O)cc1	1	1	13	-2	-4	18	-29	0
CCOC(=O)c1ccc(-c2cccc(C(F)(F)F)c2)nc1C	-3	-20	-5	-1	8	24	12	-3
CCOC(=O)c1cccc(Nc2nc(C)cc(C)n2)c1	0	-30	7	1	4	4	7	-5
Cc1nc2c3cc(F)ccc3n(CCN3CCCCC3)c2s1	-13	11	5	6	10	6	8	-8
C=CCn1c(N)c(-c2nc3ccccc3n2C)sc1=S	-5	-2	19	8	0	26	-2	-5
COC(=O)C1C(O)=C(C(C)=N)C(=O)CC1(C)C (configuration not stated)	-3	4	-7	-6	-20	3	-14	1
CC(C)(C)c1ccc(C(=O)c2c[nH]c(C(=O)NCCCn3ccnc3)c2)cc1	-11	-2	16	3	-8	16	0	0
CSc1ccc(Cn2nnc(C(=O)NCCc3ccc(Cl)cc3)c2N)cc1	1	2	3	-12	-7	3	9	-2
CCN1C[C@@H]2[C@@H]3C(=O)N(C)C(=O)[C@@H]3[C@](C)(C1=O)N2C(=O)c1ccc(C(F)(F)F)cc1	-2	-9	nt	-7	-7	-2	nt	nt
CCOP(=O)(c1ccccc1)C1(C#N)CC1 (configuration not stated)	0	-4	4	0	-8	4	-1	-4
COC(=O)c1ccccc1NC(=O)CSc1nncn1-c1ccccn1	-4	-15	6	-1	-12	7	16	-3
Nc1ccc2nc(N3CCOCC3)sc2c1	4	-53	-2	10	-2	-1	-5	-1

Filtered by structure: those above with an aryl methoxy group
SMILES	ATG4B inh	Gli-Sufu block	UBC13 inh	CXCR6 block	EBI2 block	CCR6 antagonist	APJ antagonist	APJ agonist
COc1cc(C)c(C(=O)CSc2nnc(CNC(=O)c3ccco3)n2C)cc1C	-9	-14	-7	6	-1	4	5	-3
COc1ccc(NS(=O)(=O)c2cccc(C(=O)NCCCN3CCCC3=O)c2)cc1	0	1	-2	2	-14	8	14	-8
COc1ccccc1-c1c(C)nn2c(N)c(-c3ccccc3)cnc12	-3	3	-2	6	5	19	-3	1
COc1ccc(CNC(=O)c2ccc(S(=O)(=O)N3CCOCC3)cc2)cc1	-2	3	3	0	7	3	-21	-5
COc1ccc(S(=O)(=O)N2CCCCC2)cc1NC(=O)C1CC1C (configuration not stated)	3	15	1	6	-1	5	-7	-6
COc1cc2c(cc1/C=C1/NC(=O)N(c3ccccc3)C1=O)OCO2	-12	-30	3	-2	-1	16	8	-2

(further entries)
SMILES	ATG4B inh	Gli-Sufu block	UBC13 inh	CXCR6 block	EBI2 block	CCR6 antagonist	APJ antagonist	APJ agonist
COc1cccc(C(=O)NC(=S)Nc2ccc3[nH]c(=O)[nH]c3c2)c1	0	9	0	7	9	23	16	-1
CCOc1ccc(S(=O)(=O)N2CCC(C(=O)NCC3CCCO3)CC2)cc1Cl (configuration not stated)	-4	-20	-9	-3	-1	0	-3	0
CCS(=O)(=O)c1nc(S(=O)(=O)c2ccc(Cl)cc2)c(NCCCN2CCOCC2)s1	-3	-5	-1	2	-2	14	3	-3
CC(=O)Nc1ccc(S(=O)(=O)N2CCc3cc4c(cc3C2)OCCCO4)cc1	4	6	-6	-6	-9	-11	6	1
O=C(NC(=S)N1CCOCC1)C12CCC3CC(CC(C3)C1)C2	-5	-9	9	1	-1	18	-5	-5
CN(CC(=O)Nc1sccc1C(N)=O)S(=O)(=O)c1ccc(Cl)cc1	-6	2	16	-3	2	-2	-14	1
COc1cc(OC)c2c(=O)cc(-c3ccccc3)oc2c1	-27	-65	14	1	2	1	-83	3
COc1ccc(-n2cnnc2SCC(=O)Nc2cccc([N+](=O)[O-])c2)cc1	-7	2	0	-4	-7	5	17	-3
COc1ccc(C2SCC(=O)N2CC23CC4CC(CC(C4)C2)C3)cc1 (configuration not stated)	1	0	-10	19	20	29	16	1
Cn1c(=O)c2c(SCC(=O)NCC3CCCO3)nc(CC(C)(C)C)nc2n(C)c1=O (configuration not stated)	-5	9	-5	6	2	0	5	6
C=CCOc1ccc(C2=NOC(C(=O)Nc3ccc4c(c3)OCCO4)C2)cc1 (configuration not stated)	-9	-4	-1	4	-3	-2	-25	-2
Cc1noc(COc2ccc(OCc3nc(C)no3)cc2)n1	2	-1	-1	2	1	-14	15	-6
CC(=O)N1N=C(c2ccccc2)CC1c1cccc([N+](=O)[O-])c1 (configuration not stated)	-3	26	-1	34	21	46	39	-6
O=C(CNC(=O)c1ccc(-c2ccccc2)cc1)OCc1c(Cl)cccc1Cl	-4	-3	4	2	9	-5	-7	2
O=C(O)CN1C(=O)/C(=C\c2ccccc2OCc2ccc(Cl)cc2)SC1=S	34	-7	-11	0	-5	20	2	-4
O=S(=O)(NC1CCCCC1)c1ccc(F)c2ccccc12	2	0	6	0	2	10	2	-3
O=C(COC(=O)/C=C/c1ccco1)NCc1ccccc1Cl	25	-5	0	0	-9	-7	2	-2
CN1C(C(=O)Nc2ccc(OC(F)(F)F)cc2)=CC(c2ccc3c(c2)OCO3)=NS1(=O)=O	-5	-11	-5	1	4	8	13	1
CC1(C)CC(NC(=O)C(c2ccccc2)c2ccccc2)CC(C)(C)N1	-3	10	-2	1	-14	1	-2	2
COc1cccc(/C=N/NC(=O)c2c(C)nc3ccc(Br)cn23)c1O	-12	88*	-22	0	3	-10	4	4
COc1ccc(S(=O)(=O)Nc2ccc3c(c2)OCO3)cc1C	-8	-1	3	9	4	-4	-1	-3
COc1ccccc1N1CCN(C(=O)Cc2cccs2)CC1	-2	5	7	-1	-6	-17	4	-3
O=C(Nc1cc2c(=O)n(-c3ccc(Oc4ccccc4)cc3)ccc2oc1=O)c1ccccc1	0	3	29	-12	3	-2	-15	2
COc1ccc(-c2noc(=O)n2Cc2ccc(F)cc2Cl)cc1	-3	-5	3	1	-3	7	-7	1
CC1Oc2ccccc2C(=O)N(CC(=O)c2ccc3c(c2)OCCO3)C1=O (configuration not stated)	8	-9	-2	1	-2	14	22	3
O=C(CC(C(=O)O)c1ccc(Cl)cc1)c1ccccc1 (configuration not stated)	-12	-5	-20	-15	-5	11	12	-5
CC1(C)CC(=O)c2cnc(NC(=O)CCc3ccccc3)nc2C1	-4	-5	2	-8	7	6	11	2
O=C1CCSc2ccc(Cl)cc2N1Cc1ccc(Cl)cc1	16	10	4	-2	13	9	-12	-4
Fc1ccccc1CNc1ccc(Cl)c(Cl)c1	37	-13	6	-6	15	12	-2	-4
CC(=O)N1c2ccccc2Sc2ccccc21	6	2	-9	0	6	17	-2	0

Bioassay records as filed in PubChem BioAssay.
